CHT allo act = CHT positive allosteric modulators, primary screen, cell-based, membrane potential dye, choline EC20. High affinity choline transporter 1 (Homo sapiens), Q9GZV3. CHT-expressing cells; active compounds read high; LV-AA mutant CHT in HEK293 cells. B-score at 10 µM. 310,000 tested, 0.49% active;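 active = initial fluorescence not abnormally high and integrated response B-score, plate-corrected, over 3 SD above library mean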
Target sequence (Q9GZV3 whole entry, looked up): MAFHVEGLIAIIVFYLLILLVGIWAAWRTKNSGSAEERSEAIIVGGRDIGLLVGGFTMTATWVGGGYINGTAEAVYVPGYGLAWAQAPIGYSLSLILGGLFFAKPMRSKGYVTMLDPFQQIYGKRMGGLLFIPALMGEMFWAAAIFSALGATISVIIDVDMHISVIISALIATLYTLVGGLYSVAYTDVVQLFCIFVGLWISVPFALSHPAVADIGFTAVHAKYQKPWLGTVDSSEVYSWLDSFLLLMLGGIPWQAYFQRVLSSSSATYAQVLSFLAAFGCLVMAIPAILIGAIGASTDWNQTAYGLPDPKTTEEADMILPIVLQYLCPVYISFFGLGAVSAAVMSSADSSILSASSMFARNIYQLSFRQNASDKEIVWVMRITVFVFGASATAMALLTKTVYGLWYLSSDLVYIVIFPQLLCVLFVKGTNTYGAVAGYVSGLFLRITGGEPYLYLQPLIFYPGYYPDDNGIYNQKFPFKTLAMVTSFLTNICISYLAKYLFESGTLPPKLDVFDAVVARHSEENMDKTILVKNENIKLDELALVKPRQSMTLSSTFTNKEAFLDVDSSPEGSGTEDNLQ
OX1R antagonist = OX1R (HCRTR1) antagonists, primary screen, fluorescence, CHO/OX1R cells, Fluo-8 calcium, orexin A; 330,000 tested, 0.43% active; Fluo-8 calcium fluorescence; AID 434989, 2010; inhibition, % at 5 µM;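 active = inhibition above its plate's threshold, mean inhibition of all tested compounds on the plate plus 3 SD, cut at about 37% in these data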;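 also: 0% = orexin A challenge wells and 100% = SB-334867-A antagonist wells; not every result past the cut was called active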
Target sequence (O43613 whole entry, looked up): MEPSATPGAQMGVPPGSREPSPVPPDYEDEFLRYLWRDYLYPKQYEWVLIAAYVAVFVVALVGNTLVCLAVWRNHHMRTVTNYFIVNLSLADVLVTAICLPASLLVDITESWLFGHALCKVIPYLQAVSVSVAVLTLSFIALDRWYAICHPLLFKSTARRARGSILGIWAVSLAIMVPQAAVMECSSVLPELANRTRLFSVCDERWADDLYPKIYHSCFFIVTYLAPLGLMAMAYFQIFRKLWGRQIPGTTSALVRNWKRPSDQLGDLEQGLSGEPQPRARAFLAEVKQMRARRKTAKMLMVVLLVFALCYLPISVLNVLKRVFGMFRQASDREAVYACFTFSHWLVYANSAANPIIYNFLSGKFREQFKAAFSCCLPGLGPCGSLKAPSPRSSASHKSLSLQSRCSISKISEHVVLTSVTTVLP
Starred values were filed as active, the others as inactive; i = inactive; x = not tested or not shown.

Structure	CHT allo act	OX1R antagonist
Cc1cc(C)n2nc3ccccc3c2n1	i	-1
CCCc1nc(NC(=O)c2ccccc2)nc(NC(=O)c2ccccc2)n1	i	-33
S=c1[nH]nc(C2CCCCC2)n1/N=C/c1ccccc1	i	-5
CCOc1ccc(NC(=O)COC(=O)CCS(=O)(=O)c2ccc(C)cc2)cc1	i	-14
CC1CCc2[nH]nc(C(=O)O)c2C1 (stereo not given)	i	1
CCOC(=O)c1cccc(NC(=O)CCS(=O)(=O)c2cccc3nsnc23)c1	i	-34
COc1ccc(Nc2oc(-c3ccco3)nc2S(=O)(=O)c2ccc(F)cc2)cc1	i	-37
CCCN1CCC(=O)N([C@H](CN=[N+]=[N-])CC(C)C)CC1	i	-8
O=C(CCC1CCCC1)N1CCN(C(=O)c2ccco2)CC1	i	-13
O=C(O)c1ccc(NC(=O)c2cccc(S(=O)(=O)Nc3ccc(C(=O)O)cc3)c2)cc1	i	-20
Cc1cc(N2C(=O)C(O)=C(C(=O)c3ccco3)C2c2cccnc2)no1 (stereo not given)	i	-6
CCn1cc(CCCC(=O)NCc2cccnc2)c2ccccc21	i	x

Four records picked at random from those above, as already listed:
Structure	CHT allo act	OX1R antagonist
Cc1cc(C)n2nc3ccccc3c2n1	i	-1
CCn1cc(CCCC(=O)NCc2cccnc2)c2ccccc21	i	x
CCCc1nc(NC(=O)c2ccccc2)nc(NC(=O)c2ccccc2)n1	i	-33
O=C(O)c1ccc(NC(=O)c2cccc(S(=O)(=O)Nc3ccc(C(=O)O)cc3)c2)cc1	i	-20

Carrying on:
Structure	CHT allo act	OX1R antagonist
O=C(Nc1cccc(-c2nnc(-c3ccccc3)o2)c1)c1ccco1	i	-25
Cc1ccc(S(=O)(=O)N2CC(C)N(S(C)(=O)=O)C2)cc1 (stereo not given)	i	2
COc1cccc(-c2cn(-c3cccc(C(F)(F)F)c3)c(=S)[nH]2)c1	i	x
Cc1nn(-c2nc3ccccc3s2)c(N)c1-c1ccc(Cl)cc1	i	-17
CSC(=NC#N)N1CCN(c2cccc(Cl)c2)CC1	i	-21
COC(=O)C1=C(C)N(Cc2ccccc2)C(=NCCCCO)N[C@H]1c1ccccc1	i	-17
O=C1c2cc(Br)ccc2N(Cc2ccc(Br)cc2)S(=O)(=O)C1c1cc(Cl)c(Cl)cc1[N+](=O)[O-] (stereo not given)	x	-18
O=C1c2ccccc2C(=O)N1CCCCCCc1ccccc1	x	-20
COc1ccc(F)cc1CN1CCN(CC(=O)Nc2ccccc2C(=O)NC2CC2)CC1	x	-34
CC(C)CN(C(=O)C(c1ccccc1)c1ccccc1)c1c(N)n(CC(C)C)c(=O)[nH]c1=O	i	-20
O=C(CSc1nnc2ccccn12)Nc1ccc(N2CCOCC2)cc1	x	-10
NC(=O)c1ccc(SCC(=O)OCC(=O)NC2CCCCCCC2)c([N+](=O)[O-])c1	x	-17
O=C(Nc1ccc(Br)cc1)c1cccc(N2C(=O)C3C4C=CC(C4)C3C2=O)c1 (stereo not given)	i	-34
CCN(C(=O)CSc1nnc(-c2ccc(F)cc2)n1C)C1CCS(=O)(=O)C1 (stereo not given)	x	2
CC(=O)O/N=C/c1c(Cl)n(C)c2ccccc12	i	-19
CN1CCN(c2ccccc2NC(=O)c2cccc([N+](=O)[O-])c2)CC1	i	-29
Cc1cc(C(=O)CSc2nnnn2-c2ccccc2)c(C)n1CC1CCCO1 (stereo not given)	i	-15
COc1ccccc1COCC(O)CN(Cc1ccco1)Cc1ccccc1O (stereo not given)	i	-6
NC(=O)c1ccc(NCC2COc3ccccc3O2)c([N+](=O)[O-])c1 (stereo not given)	i	14
C=CCn1c(SCC(=O)Nc2cc(C)ccc2C)nnc1-c1cnccn1	i	-28
O=C(OCc1ccc(Cl)c(Cl)c1)c1cccnc1Cl	i	-22
CC(C)C[C@H]1CN=C(Nc2ccccc2)N1CCC1CCCC1	i	-35
CCN(c1ccccc1)S(=O)(=O)c1cc(C(=O)Nc2ccc(F)c(F)c2)ccc1F	i	27
Cc1ccc(-n2ncc3c2CC(C)(C)CC3NC(=O)c2ccccn2)cc1 (stereo not given)	i	-29
CCC1CCc2c(sc(NC(=O)C3c4ccccc4Oc4ccccc43)c2C(N)=O)C1 (stereo not given)	i	-11
N#CCC(=O)Nc1ccc(C(=O)OCC(=O)NNC(=O)c2cccs2)cc1	i	15
CC1CCCCN1C(=O)C1CCCCN1S(=O)(=O)c1cccc([N+](=O)[O-])c1 (stereo not given)	i	-30
Cc1ccc(C)c(S(=O)(=O)N/N=C/c2ccc(N(C)C)cc2)c1	i	-15
CS(=O)(=O)N(CC(=O)N/N=C/c1cc([N+](=O)[O-])ccc1Cl)c1ccccc1	i	-3
Cc1cc(=O)oc2c3c(cc(OCC(=O)NCc4ccco4)c12)OC(C)(C)CC3	i	-25
CC(=O)c1ccc(NC(=O)COC(=O)CCC2CCCC2)cc1	x	-27
COc1ccc(-c2noc(C3CCCN(C(=O)c4ccccc4C)C3)n2)cc1 (stereo not given)	i	x
O=C(O)CCn1c(=O)[nH]c2ccccc2c1=O	i	6
COCCC1CCCCN1C(=O)c1ccc(OC2CCN(C(C)=O)CC2)c(OC)c1 (stereo not given)	i	-2
COc1ccc(OCCC(=O)OCc2c(C)noc2C)cc1	i	-5
COc1ccccc1C1=CC(=O)C[C@H](c2ccc(Cl)cc2)C1	x	-13
CCC(=O)c1ccc(OCC(=O)Nc2ccccc2N2CCCCC2)cc1	i	-5
CC(=O)NC1C(OC(=O)/C=C/c2ccccc2)OC(COC(C)=O)C(OC(C)=O)C1OC(C)=O (stereo not given)	i	-8
CC1CCN(S(=O)(=O)c2ccc3c(c2)c(=O)c(C(=O)NC2CCCC2)cn3C)CC1	i	-8
NC(=O)c1ccc2c(=O)n3c(-c4cccs4)csc3nc2c1	i	-29
CCNC(=S)NNC(=O)c1cc(C)on1	i	-16
CC(C)(C)[C@H]1C=C(C(=O)N2CCN(Cc3ccc4c(c3)OCO4)CC2)O[C@@H](OCc2ccc(CO)cc2)C1	i	-28
N#CCCN(C(=O)CSc1ccc2c(c1)OCCO2)c1ccccc1	i	-8
Nc1ncnc2c1ncn2[C@@H]1O[C@H](CNC(=O)[C@H](N)Cc2cscn2)[C@@H](O)[C@H]1O	x	7
COC(=O)/C=C/CSC1=N/C(=C/c2ccc(-n3cncn3)cc2)C(=O)N1	i	-11
Cc1ccc(C(=O)CN(C(=O)c2ccc(Cl)cc2)N2C(=O)c3ccccc3C2=O)cc1	i	-15
CC(C)(C)n1nnnc1C(c1ccc(Cl)cc1)N1CCCc2ccccc21 (stereo not given)	i	-17
CCOc1ccc(Cl)cc1S(=O)(=O)N1CCC(C(=O)NCc2ccccn2)CC1	i	-12
CC1C2C(c3ccccc3)N(C)C(=O)N(C)C2N(C)C(=O)N1C (stereo not given)	i	-6
Cc1ccc(NC(=O)CN2CCc3cc4c(cc3C2)OCCCO4)cc1C	i	-33
CCn1cc(C(=O)N2CCN(c3ccc(C(C)=O)cc3)CC2)c2cc(OC)c(OC)cc2c1=O	i	-26
O=C(NCC12CC3CC(CC(C3)C1)C2)c1nn2c(c1Cl)NC(c1ccco1)CC2C(F)(F)F (stereo not given)	i	-25
COc1ccc(C(C(=O)NCC2CCCO2)N(C(=O)CNC(=O)c2ccco2)c2cc(C)cc(C)c2)cc1OC (stereo not given)	i	-5
Cc1ccc(OCC(=O)OCC(=O)Nc2ccc3c(c2)OCO3)cc1C	x	11
Cc1onc(-c2ccccc2)c1C(=O)n1nnc2ccccc21	i	-11
COc1ccc(NS(=O)(=O)c2cc(NC(=O)c3sccc3C)ccc2N2CCOCC2)cc1	i	-4
Cc1ccc(C(=O)NCCCNC(=O)c2ccccc2F)cn1	i	-6
O=C(Cc1ccc(F)cc1)N1CCC(CC2CC(c3ccc(Cl)cc3)=NO2)(C(=O)NCC2CCCCC2)CC1 (stereo not given)	i	-50
COc1ccc(CCNC(=O)COC(=O)C2CC2)cc1OC	x	-18
COc1cc(OC)cc(C(=O)OCC(=O)NCCCc2ccccc2)c1	i	-15

(continued)
Structure	CHT allo act	OX1R antagonist
COc1cc(C(=O)NCCOC(=O)c2cccc(N(C)C)c2)cc(OC)c1OC	i	-33
C=CC[C@H](CC(=O)OC(C)(C)C)C(=O)OC[C@@H]1CCCN1C(=O)[C@@H](CC=C)CC(=O)N[C@H](CO)Cc1ccccc1	x	-27
O=C(Cn1nc(-c2ccccc2)ccc1=O)N1CCCCC1	i	-30
O=C(O)c1cccnc1	i	-14
COc1cccc(OCC(O)CN2CCN(CCN3C(=O)c4cccc5cccc(c45)C3=O)CC2)c1 (stereo not given)	i	-27
CC1CN=C(N(C(=O)Nc2ccccc2)C(C)c2ccccc2)S1 (stereo not given)	i	-16
COc1ccccc1/C=C/C(=O)OCC(=O)NC1CCS(=O)(=O)C1 (stereo not given)	x	-21
CSC(=CC(=O)c1ccccc1)SC	i	-11
CC(=O)Nc1ccc(/C(C)=N/NC(=O)CN(c2ccccc2Br)S(C)(=O)=O)cc1	i	1
COc1ccc(CNC(=O)CN(Cc2ccco2)C(=O)CNS(=O)(=O)c2ccc(C)cc2)cc1	i	-39
COc1cccc(NS(=O)(=O)c2ccc3c(c2)CC(=O)N3)c1	x	9
CCN(CC)S(=O)(=O)c1ccc2oc(C(=O)NCC3COc4ccccc4O3)c(C)c2c1 (stereo not given)	i	-16
Cc1ccc(/C=N/n2c(C3CCCCC3)n[nH]c2=S)o1	i	-9
CC(=O)Nc1ccc(NC(=O)CSc2nc(=O)n(Cc3ccncc3)c3c2CCC3)cc1	i	-8
O=C(NCCCn1ccnc1)c1noc2c1CCc1ccccc1-2	i	-8
Cc1cccc(Nc2nc3c(S(=O)(=O)c4ccccc4)nnn3c3ccccc23)c1	i	-16
Cc1ccsc1CNC12CC3CC(CC(C3)C1)C2	i	-11
C#Cc1ccc([C@@H]2C=C(C(=O)OCC=C)O[C@H](OCC)[C@H]2CCCO)cc1	i	-31
CCOC(=O)CSc1nnc(CSc2nc(N)c3c(C)c(C)sc3n2)n1-c1ccccc1	i	-19
CCOC(=O)N(C)OC(=O)Nc1ccc(Cl)c(Cl)c1	i	9
COc1ccc(OCCSc2nc(N)cc(=O)[nH]2)cc1	i	-18
CCN(c1ccc(NC(=O)COC(=O)c2cccs2)cc1)C(C)C	i	-23
COCc1cc(/C=N\NC(=O)c2ccc(Cl)cc2)ccc1OC	i	-30
CC(=O)c1cccc(NC(=S)NCc2ccco2)c1	i	1

Copied from the list.
Value of `COc1cccc(NS(=O)(=O)c2ccc3c(c2)CC(=O)N3)c1` under OX1R antagonist: 9
Value of `CN1CCN(c2ccccc2NC(=O)c2cccc([N+](=O)[O-])c2)CC1` under OX1R antagonist: -29

(further entries)
Structure	CHT allo act	OX1R antagonist
c1ccc(C(Cc2nc(-c3ccccn3)no2)c2ccccc2)cc1	i	-38
O=C(COC(=O)CCOc1ccccc1)NCc1ccco1	i	-11
O=C(/C=N/O)NCCCN1CCCCCC1	i	6
O=C(CN1C(=O)NC2NC(=O)NC21)N/N=C/c1ccc(F)cc1 (stereo not given)	i	0
O=C(c1ccccc1-c1nc(-c2ccc(F)cc2)no1)N1CCCC1	i	-20
COC(=O)C(N)Cc1ccc(OC)c([N+](=O)[O-])c1 (stereo not given)	i	0
O=C(NCc1ccc(F)cc1)C(c1ccccc1)N(C(=O)c1csnn1)C1CCCC1 (stereo not given)	i	-16
CCOC(=O)c1c(CN2CCN(C)CC2)n(C)c2cc(Br)c(OC)cc12	i	-23
CCOc1ccc(C(=O)Nc2cc3c(cc2N2CCCC2)n(CC)c(=O)n3CC)cc1OCC	i	-17
COc1cc(OC)cc(C(=O)NCC(=O)OC2CCOC2=O)c1 (stereo not given)	i	17
CCN(CC)S(=O)(=O)c1cccc(NC(=O)COC(=O)c2cc(=O)c3ccccc3o2)c1	i	-17
O=C(CNC(=O)Cn1ccc2ccccc2c1=O)NCCCN1CCCCCC1	i	-9
Cc1ccc(CN2CC34C=CC(O3)C(C(=O)NCc3ccc5c(c3)OCO5)C4C2=O)cc1 (stereo not given)	i	-43
CCOC(=O)C1(Cc2cccc(F)c2)CCN(CCCn2cccn2)CC1	i	-15
CCn1c(O)c(N=Nc2ccc3ccccc3n2)c2ccccc21	i	-9
Cc1cc(Sc2nc(NC(C)C)nc(NC(C)C)n2)nc(Cl)n1	i	-23
CCc1cccc(C)c1NC(=O)CN1C(=O)NC(CCc2ccccc2)C1=O (stereo not given)	x	1
O=C(/C=C/c1cccc([N+](=O)[O-])c1)N(c1ccccn1)c1ccccn1	i	-35
CC1(C)C(=O)OC(c2ccco2)C(C)(C)C1=O (stereo not given)	i	-8
O=C(CCC1(C(=O)O)CCC(=O)NC1)NCc1ccccc1 (stereo not given)	i	-2
COc1ccc(NC(=O)CSc2nnc(NC(=O)C3CC3)s2)cc1OC	i	-21

Laid out differently: 5 of the compounds above.
Results follow in this order: CHT allo act, OX1R antagonist
CCn1c(O)c(N=Nc2ccc3ccccc3n2)c2ccccc21
    i, -9
Cc1cc(Sc2nc(NC(C)C)nc(NC(C)C)n2)nc(Cl)n1
    i, -23
CCc1cccc(C)c1NC(=O)CN1C(=O)NC(CCc2ccccc2)C1=O (stereo not given)
    x, 1
O=C(/C=C/c1cccc([N+](=O)[O-])c1)N(c1ccccn1)c1ccccn1
    i, -35
CC1(C)C(=O)OC(c2ccco2)C(C)(C)C1=O (stereo not given)
    i, -8
